# Pf growth 96h: Primary qHTS for delayed death inhibitors of the malarial parasite plastid, 96 hour incubation; P. falciparum luciferase reporter growth, 96 h; actives 6.9% (n = 320,000); Potency, µM (series often up to 28.7 µM), for the others: at the top dose activity change, negative = inhibition, actives largely listed as inhibitors; AID 504834, 2011; also: potency is read from the fitted curve at half-maximal effect; % is scaled to controls: 0 for no effect and ±100 for the full control effect
#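 Delayed-death screen, second-generation endpoint: infected erythrocytes, 2% hematocrit, 0.05% parasitemia final; 96 hours at 37 C, 5% CO2; luciferase detection reagent; luminescence decrease equals reduced growth.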
# Shiga inhibitor: A qHTS for Small Molecule Inhibitors of Shiga Toxin | AID 2315, 2010 | inhibition, % at 38.7 µM | Vero cells, Shiga toxin protein synthesis inhibition reporter | actives 9.2% (n = 290,000); in the data active = inhibition mostly above about 28%, no sharp cut-off; inactive = mostly below about 43%; also: 0% is about no effect
# TbPYK inhibitor: qHTS of Trypanosoma Brucei Inhibitors. pyruvate kinase (Trypanosoma brucei), Q57TT1. TbPYK enzyme, Kinase-Glo Plus ATP luminescence, 45 min. Potency, µM (highest dose often 76.8 µM), for inactives: at the highest dose activity, negative = inhibition, usual class: inhibitors. actives 0.12% (n = 410,000). AID 624173, 2012; also: potency is read from the fitted curve at half-maximal effect; % is scaled to controls: 0 for no effect and ±100 for the full control effect; nearly all actives have a fitted effect of over 50% in size
#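 Glycolytic pyruvate kinase of T. brucei was incubated with substrate, test compound and 130 uM ADP for 45 minutes at room temperature. Luminescent Kinase-Glo Plus signal was measured after 10 minutes.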
# Cycloheximide cs: Cycloheximide Counterscreen for Small Molecule Inhibitors of Shiga Toxin; cell reporter, cycloheximide protein synthesis inhibition counterscreen; max response, %; actives 12% (n = 300,000); AID 2314, 2010; in the data active = max response mostly above about 13%, no sharp cut-off; inactive = mostly below about 14%; also: read at 38.3 µM for the half of the compounds with a filed dose; 0% is about no effect
# HCV inhibitor: qHTS Assay for Inhibitors of Hepatitis C Virus (HCV). AID 651820, 2012. Huh7.5.1 HCVcc-Cre infection, luciferase reporter, 44 h. Potency, µM (series often up to 41.8 µM), inactives show at the highest dose activity change, negative = inhibition, usual class: inhibitors. actives 3.4% (n = 340,000); also: potency is read from the fitted curve at half-maximal effect; % is scaled to controls: 0 for no effect and ±100 for the full control effect
#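 Infectious HCVcc-Cre (~0.5 moi) was added to cells just after compound, with cells seeded 4 h earlier at 1,000 per well. Luciferase activity after 44 h culture reported infection; substrate was incubated 15 min at room temperature before reading.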
# LmPK inhibitor: qHTS Assay for Inhibitors of Leishmania Mexicana Pyruvate Kinase (LmPK); Q27686; purified LmPK, Kinase-Glo ATP luminescence, 1 h; Potency, µM (series often up to 57.5 µM), without a hit: at the highest dose activity change, negative = inhibition, usual class: inhibitors; actives 0.37% (n = 290,000); also: potency is read from the fitted curve at half-maximal effect; % is scaled to controls: 0 for no effect and ±100 for the full control effect
# Target sequence (Q27686 whole entry, looked up): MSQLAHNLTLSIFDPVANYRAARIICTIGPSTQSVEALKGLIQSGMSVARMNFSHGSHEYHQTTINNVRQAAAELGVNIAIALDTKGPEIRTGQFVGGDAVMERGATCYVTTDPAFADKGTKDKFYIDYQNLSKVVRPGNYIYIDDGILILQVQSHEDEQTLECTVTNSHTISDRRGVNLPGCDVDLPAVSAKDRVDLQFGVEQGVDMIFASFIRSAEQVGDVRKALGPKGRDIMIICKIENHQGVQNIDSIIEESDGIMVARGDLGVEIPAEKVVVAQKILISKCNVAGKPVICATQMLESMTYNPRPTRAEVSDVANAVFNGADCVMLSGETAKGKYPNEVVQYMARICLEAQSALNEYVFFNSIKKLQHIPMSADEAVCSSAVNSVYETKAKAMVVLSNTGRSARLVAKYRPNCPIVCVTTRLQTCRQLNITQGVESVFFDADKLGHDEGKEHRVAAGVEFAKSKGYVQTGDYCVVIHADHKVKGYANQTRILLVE
#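 Purified LmPK (0.1 nM) converted ADP (0.1 mM) to ATP with PEP (0.5 mM) in imidazole buffer pH 7.2 with KCl and MgCl2, 1 h at room temperature. ATP was read by Kinase-Glo luminescence; data normalized to uninhibited and no-enzyme controls.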
# Pf growth 48h: Primary qHTS for delayed death inhibitors of the malarial parasite plastid, 48 hour incubation | P. falciparum luciferase growth in erythrocytes, 48 h | Potency, µM (doses to about 28.7 µM), for the others: at the top dose activity change, negative = inhibition, hits mostly inhibitors | actives 5.9% (n = 310,000); also: potency is read from the fitted curve at half-maximal effect; % is scaled to controls: 0 for no effect and ±100 for the full control effect
#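 Luciferase-expressing parasites in RBCs, 2% Hct / 0.1% parasitemia final; RPMI 1640 + 0.5% Albumax; 37 C, 5% CO2, one generation; luminescence read-out, lower signal = inhibition.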
# Starred values were filed as active, the others as inactive; ? = inconclusive; / = not tested or not shown; & = joins results of further samples; [ ] = another dose, or the depositor's remark. Unless noted, calls follow the shape of the dose curve; as a rule, active = well fitted curve in the direction sought with a large enough effect; inconclusive = small, poorly fitted or top-dose-only effect, or another doubt; inactive = no such curve, though single readings can be large; an effect the other way counts as inactive or inconclusive.
SMILES,Pf growth 96h,Shiga inhibitor,TbPYK inhibitor,Cycloheximide cs,HCV inhibitor,LmPK inhibitor,Pf growth 48h
CCC(C(=O)Nc1cc(Cl)c(OC)cc1OC)c1ccccc1 (stereo unspecified),17%,13,2%,-8,?,1%,-40%[1.15 µM]
COc1cccc(C(O)Cc2nc3ccccc3n2C)c1OC (stereo unspecified),51%[activator],11,3%,21*,8%,-2%,-8%
CCOC(=O)C(C)n1cnc2c(oc3ccccc32)c1=O (stereo unspecified),?,45,-22%,27,-1%,-6%,7%
O=C(COc1cc(F)ccc1[N+](=O)[O-])Nc1ccc(N2CCOCC2)cc1,?,-1,4%,9,11%,4%,?
CCn1c(SCC(=O)N2CCN(C)CC2)nc2c1c(=O)n(C)c(=O)n2C,30%,-10,0%,-2,5%,-3%,5%
CCOC(=O)c1c(NC(=O)CN2C(=O)NC(C)(c3ccc(OC(F)F)cc3)C2=O)sc(C)c1C (stereo unspecified),-20%,-12,-1%,3,?,-3%,-7%
O=C(Nc1ccc(Oc2cccnc2)cc1)C1CCN(Cc2cccc(Cl)c2)CC1,-7%,-7,-2%,9,?,0%,?
COc1ccccc1CNC(=O)c1ccc(CS(=O)(=O)c2ccccc2OC)o1,/,-7,-9%,-3,4%,1%,?
N#CC1=C(N)Oc2n[nH]c(-c3ccc(F)cc3)c2C1c1cccc(OC(=O)N2CCOCC2)c1 (stereo unspecified),22%,-11,-4%,0,8%,9%,/
O=C(Cc1c(F)cccc1Cl)N1CCN(S(=O)(=O)c2cccc(F)c2)CC1,?,/,3%,/,-1%,/,?
Cc1c(Br)c([N+](=O)[O-])nn1CC(=O)N1CCCc2ccccc21,2.3µM*,28,-14%,14,-3%,-5%,26%
COc1ccc(Cn2c(-c3ccc(C)cc3)c[n+]3ccccc23)cc1,0.1µM*,21,-4%,10,?,2%,0.37µM*
Cc1ccc(/C=C/C(=O)N2CCN(S(=O)(=O)c3c(C)c(C)cc(C)c3C)CC2)o1,?,-8,?,-3,6%,1%,7.4µM*
Cc1cc2oc(=O)cc(CN3CCN(C/C=C/c4ccccc4)CC3)c2cc1O,/,7,/,-3,/,8%,2.9µM*
COC(=O)c1[nH]c2ccc(C)cc2c1NC(=O)CN1CCCC(C)(C)C1,12µM*,-12,-13%,-4,13µM*,1%,?
CCOc1ccc(C2/C(=C(\O)c3cccc(OC)c3)C(=O)C(=O)N2c2cc(C)on2)cc1OC (stereo unspecified),/,-5,-2%,1,11%,0%,-4%
O=P(O)(CCCP(=O)(O)CCc1ccccc1)CCc1ccccc1,36%,-8,14%,-1,9%,7%,12%
CN(C/C=C/C#CC(C)(C)C)Cc1cccc2ccccc12,-10%,-2&2,-2%&0%,8&-3,3%,/,-9%
O=C(O)c1ccc(/C=N/NC(=S)NCc2ccccc2)cc1,-8%,-6,2%,-5,3%,1%,19%
CCCCN(CC)Cc1c(C)[nH]c2c(ccc3ccccc32)c1=O,-10%,12,-2%,5,-6%,5%,?
O=C(COc1ccc(F)cc1)N(Cc1cccs1)C1CCS(=O)(=O)C1 (stereo unspecified),-21%,-4,-15%,-2,17%,-7%,9%
CC(=O)Nc1ccc(S(=O)(=O)N2C(C)CCCC2C)cc1 (stereo unspecified),-25%,24,-6%,-2,-4%,0%,5%
CC1CCc2c(sc(NC(=O)COC(=O)C3CCCO3)c2C#N)C1 (stereo unspecified),120%[activator],18,1%,20,?,4%,73%[activator]
O=C(OCC#CCSc1nnc(-c2ccc(Br)cc2)o1)c1cccs1,7%,37,6%,13,-9%,-4%,41%[activator]
CC(C)(C)NC(=O)CN(Cc1ccco1)C(=O)CCC(=O)Nc1nccs1,?,-3,2%,0,1%,1%,-9%
COc1ccc(Sc2nnc(-c3ccccc3)cc2C#N)cc1,?,13,-2%,6,2%,-4%,/
Cc1ccc(OCCSc2nc3ncnc(N)c3[nH]2)cc1,-6%,20,-25%,-2,-18%,-5%,199%[activator]
Cc1ccccc1N1CCN(CC(=O)Nc2nccs2)CC1,24%,-13,1%,-3,11%,0%,-10%
C/C(=N\NC(=O)COc1ccc([N+](=O)[O-])cc1)C(C)(C)C,32%[activator],-11,3%,-2,9%,0%,-5%
O=C(NCC1CCCO1)c1cccc(-n2cnnn2)c1 (stereo unspecified),?,-9,5%,-3,-1%,?,16%
CCC(NC(=O)c1ccccc1NC(=O)c1ccco1)C(=O)NNC(=O)c1ccc(OC)cc1 (stereo unspecified),-7%,13,-3%,-2,-20%,-1%,-24%
Cc1c(CCOC(=O)c2ccc(N3CCOCC3)c([N+](=O)[O-])c2)sc[n+]1CC#N,?,14,1%,15,16µM*,6%,95%[activator]
CSc1cccc(NC(=O)c2cnn3ccccc23)c1,472%[activator],76*,-12%,45*,-13%,-16%,370%[activator]
CCCCn1c(N)c(Br)c(=O)[nH]c1=O,30%,-5,-4%,3,10%,0%,8%
CCOC(=O)C1CCCN(C(=O)C2CCCN(S(C)(=O)=O)C2)C1 (stereo unspecified),10%,-17,-1%,-1,17%,2%,-3%
COC(=O)c1sccc1NC(=O)/C=C\c1ccc(Cl)cc1Cl,57%[activator],24,-5%,4,-1%,3%,/
OCC1CCCC(n2cnc3c(=S)nc[nH]c32)O1 (stereo unspecified),0%,-3,-13%,-1,5%,6%,23%
COc1cc2c(cc1OC)CN(C(=O)c1ccc(Br)o1)CC2,?,1,-8%,-1,-3%,3%,?
COc1ccccc1CNc1n[nH]c(NCc2ccccc2OC)n1,28%,-1,1%,-5,-9%,-8%,?
O=C(CCNS(=O)(=O)c1cccc2nonc12)N1CCN(c2cccc(Cl)c2)CC1,?,14,-2%,4,-20%,13%,/
O=C(CCN1C(=O)c2ccccc2C1=O)NC1=NCCS1,14%,-5,3%,-1,33%[activator],5%,10%
O=C(CNc1ccccc1)c1ccc([N+](=O)[O-])cc1,?,-13,-2%,-5,-12%,2%,22%
O=C(c1ccco1)N1CCN(C(=O)c2cnn3c(C(F)(F)F)cc(-c4cccs4)nc23)CC1,/,-20,5%,5,-16%,-5%,?
CCCn1cc(CN2CCc3ccc(NC(=O)C4CCCO4)cc3C2)c(C)n1 (stereo unspecified),?,-34,-2%,-1,2%,-17%,-2%
Cc1nc2c(-c3ccc(F)cc3)cnn2c2c1CCC2,-18%,53*,0%,38*,?,2%,70%[activator]
Cc1ccnc(NC(=S)NC(=O)/C=C/c2ccco2)c1,30%,138*,-9%,70*,?,4%,136%[activator]
CO[C@@H]1C[C@H](O[C@H]2[C@@H](C)[C@H](O[C@@H]3O[C@@H](C)C[C@@H](N(C)C)[C@@H]3OC(C)=O)[C@H](C)C[C@]3(CO3)C(=O)[C@H](C)[C@H](OC(C)=O)[C@H](C)[C@H](C)OC(=O)[C@@H]2C)O[C@H](C)[C@@H]1OC(C)=O,?,/,-6%[33.2 µM],/,/,/,-9%[12.8 µM]
C=CCn1c(SCc2ccc(Cl)cc2)nc2c1c(=O)[nH]c(=O)n2C,?,-18,3%,-4,-18%,6%,?
Cc1cccc(C)c1NC(=O)C(=O)NCC1CCCN1S(=O)(=O)c1cccs1 (stereo unspecified),0%,/,3%,/,-16%[8.37 µM],/,-14%
CCCCC[C@H](O)/C=C/C1=C(CCCCCCC(=O)O)C(=O)CC1,?,-7,6%,-1,20%,15%,?
Cc1ccc(-c2ccc(SCC(=O)N3CCN(c4ccccc4)CC3)nn2)cc1,46%[activator],-8,2%,-2,9%,2%,24%
CCN1CCN(C(=O)NC(C(=O)NC2C(=O)N3C(C(=O)O)=C(CSc4nnnn4C)CSC23)c2ccc(O)cc2)C(=O)C1=O (stereo unspecified),-11%,14,-1%,-1,/,/,6%
O=S(=O)(c1ccc(N2CCN(S(=O)(=O)c3ccc4c(c3)OCCO4)CC2)nc1)N1CCCC1,-8%,-14,0%,-4,-15%,1%,13µM*
COc1ccc(C2(c3ccc(OC)cc3)NC(=O)N(CC(=O)N(C)C)C2=O)cc1,-18%,-2,0%,-2,3%,4%,3%
CC(C)C[C@@H]1NC(=O)[C@H](C(C)C)NC(=O)c2cc([N+](=O)[O-])cc(I)c2NCC[C@@H](C(N)=O)NC1=O,2.1µM*,8,-2%,-1,-5%,1%,?
O=C(NCc1ccc(Cl)cc1)C(=O)NCC1OCCN1S(=O)(=O)c1ccc2c(c1)OCCO2 (stereo unspecified),-29%,-11,6%,-2,?,6%,11%
O=C(COC(=O)Cc1ccsc1)NC1CCCCCC1,25%,15,-1%,-3,11%,2%,18%
O=C(Nc1ccccc1C(=O)O)c1cc(S(=O)(=O)NCc2ccccc2)ccc1Cl,-5%,-9,3%,-3,-6%,10%,18%
CCN(CC)c1ccc(N=Cc2c(O)n(CCC3=CCCCC3)c(=O)[nH]c2=O)cc1,11%,18,-7%,-2,-14%,2%,2%
COCCNc1nnc(SC(C)C(=O)Nc2ccc(-c3nc4ccc(C)cc4s3)cc2)s1 (stereo unspecified),?,93*,-3%,28*,6.3µM*,0%,5%
# (more compounds)
SMILES,Pf growth 96h,Shiga inhibitor,TbPYK inhibitor,Cycloheximide cs,HCV inhibitor,LmPK inhibitor,Pf growth 48h
O=C(N/N=C/c1cccnc1)c1cccc(Br)c1,6.6µM*,34,0%,17*,18%,-9%,5%
COc1cccc(NC(=O)CN(C)C(=O)CCNS(=O)(=O)c2ccc(C)cc2)c1,?,/,1%,/,-17%,/,?
COc1ccc(C(=O)CSc2nc3cccnc3n2C)cc1,3.7µM*,7,-6%,5,?,-1%,10%
COC(=O)c1cc2ccsc2n1CC(=O)Nc1ccc(N(C)C)cc1,-24%,9,6%,1,?,-8%,35%[activator]
O=C(Oc1ccc2c(=O)c(Oc3ccc4ccccc4c3)coc2c1)c1cncc(Br)c1,20%,-7,-1%,4,4%,-1%,12%
Cc1oc2cc3oc(=O)c(CC(=O)NCCC(=O)O)c(C)c3cc2c1C,43%[activator],-5,-9%,-3,12%,4%,31%[activator]
Cc1ccc(-n2ncc3c(=O)[nH]cnc32)c(C)c1,15µM*,22,-3%,-4,23%,0%,17%
COc1ccc(N(CC(=O)Nc2ccc(C)c(C)c2)S(=O)(=O)c2c(C)n[nH]c2C)cc1,?,-6,-3%,-2,?,6%,?

# Some of these compounds in order of molecular weight, rising.
SMILES,Pf growth 96h,Shiga inhibitor,TbPYK inhibitor,Cycloheximide cs,HCV inhibitor,LmPK inhibitor,Pf growth 48h
O=C(N/N=C/c1cccnc1)c1cccc(Br)c1,6.6µM*,34,0%,17*,18%,-9%,5%
COc1ccc(C(=O)CSc2nc3cccnc3n2C)cc1,3.7µM*,7,-6%,5,?,-1%,10%
COC(=O)c1cc2ccsc2n1CC(=O)Nc1ccc(N(C)C)cc1,-24%,9,6%,1,?,-8%,35%[activator]
